Screening results deposited in PubChem by The Scripps Research Institute Molecular Screening Center.
GSTO1 counter: blocks human GSTO1 in RBBP9 counter-screen. P78417. recombinant GSTO1, activity-based probe fluorescence polarization. inhibition, % at 5.96 µM. 300,000 compounds, 1.1% hits;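 active = inhibition above the campaign mean inhibition plus 3 SD, cut at about 35% in these data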;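 also: 0% = GSTO1-1 with DMSO and 100% = wells lacking GSTO1-1 enzyme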
PAFAH1B2 inh: PAFAH1B2 (human) inhibition | inhibition, % at 3.39 µM | P68402 | recombinant PAFAH1B2, FP-rhodamine activity probe, fluorescence polarization | AID 492953 | 340,000 compounds, 1.2% hits;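 active = inhibition above the mean of all tested compounds plus 3 SD, cut at about 24% in these data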;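 also: 0% = enzyme with DMSO and 100% = wells lacking PAFAH1B2; many of its hits are not listed in these tables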
PAFAH2 inh: inhibitors of human PAFAH2. Q99487. recombinant PAFAH2, FP-rhodamine activity probe, fluorescence polarization. inhibition, % at 3.39 µM. 340,000 compounds, 0.99% hits. AID 492956;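 active = inhibition above the mean over all tested compounds plus 3 SD, cut at about 30% in these data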;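 also: inhibitors block probe labeling of enzyme so polarization drops; 0% = enzyme with DMSO and 100% = wells lacking PAFAH2 protein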
PAFAH1B3 FP inh: inhibitors of human PAFAH1B3; inhibition, % at 3.39 µM; Q15102; 340,000 compounds, 0.28% hits; recombinant PAFAH1B3, FP-rhodamine probe, fluorescence polarization;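 active = inhibition above the screen-wide average of all tested compounds plus 3 SD, cut at about 25% in these data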;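 also: 0% = enzyme with DMSO only and 100% = wells lacking PAFAH1B3 protein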
LYPLA1 inh: blocks human lysophospholipase 1, a PME1 counter-screen. O75608. recombinant LYPLA1, FP-Rh probe fluorescence polarization. inhibition, % at 5.9 µM. 320,000 compounds, 0.16% hits. AID 2174;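 active = inhibition above the mean of all tested compounds plus 3 SD, set per campaign, cut at about 14% in these data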;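 also: inhibitors block serine hydrolase probe labeling of LYPLA1 so polarization falls; 0% = enzyme with DMSO and 100% = wells lacking LYPLA1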
PME-1 inh: blocks human protein phosphatase methylesterase 1 | Q9Y570 | recombinant PME-1, FP-Rh probe fluorescence polarization | inhibition, % at 5.9 µM | 320,000 compounds, 0.53% hits | AID 2130;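 active = inhibition above the campaign mean of all compounds plus 3 SD, cut at about 26% in these data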;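 also: competitive labeling of PME-1 active site by serine hydrolase directed probe; 0% = PME-1 with DMSO and 100% = wells lacking PME-1 enzyme; inhibitors block probe labeling so polarization falls and inhibition rises; many of its hits are not listed in these tables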
PAD4 inh: blocks human protein arginine deiminase 4; Q9UM07; recombinant PAD4, RCA probe fluorescence polarization; inhibition, % at 6.36 µM; 330,000 compounds, 0.41% hits;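 active = percent inhibition above a cutoff equal to the mean of all tested compounds plus 3 SD, cut at about 15% in these data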;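 also: 0% = PAD4 with RCA probe and DMSO and 100% = probe without PAD4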
Target sequence (Q9UM07 whole entry, looked up): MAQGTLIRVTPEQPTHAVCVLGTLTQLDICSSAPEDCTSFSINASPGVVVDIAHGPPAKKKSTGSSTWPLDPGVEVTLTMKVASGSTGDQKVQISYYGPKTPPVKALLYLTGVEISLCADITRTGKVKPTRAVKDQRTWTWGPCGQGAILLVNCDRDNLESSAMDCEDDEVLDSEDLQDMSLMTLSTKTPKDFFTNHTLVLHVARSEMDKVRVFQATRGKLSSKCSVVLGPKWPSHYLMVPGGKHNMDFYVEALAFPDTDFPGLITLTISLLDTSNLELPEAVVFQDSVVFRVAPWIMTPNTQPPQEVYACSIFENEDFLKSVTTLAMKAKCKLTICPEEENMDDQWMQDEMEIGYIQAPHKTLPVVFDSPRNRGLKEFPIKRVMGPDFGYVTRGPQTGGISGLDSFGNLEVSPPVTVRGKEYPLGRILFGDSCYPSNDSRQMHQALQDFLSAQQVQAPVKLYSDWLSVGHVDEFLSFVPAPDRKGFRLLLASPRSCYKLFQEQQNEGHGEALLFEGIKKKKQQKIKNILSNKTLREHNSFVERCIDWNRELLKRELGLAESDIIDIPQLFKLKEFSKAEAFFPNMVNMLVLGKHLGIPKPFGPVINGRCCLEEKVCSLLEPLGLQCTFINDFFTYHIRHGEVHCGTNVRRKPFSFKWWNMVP
LYPLA2 counter: counter-screen for PME1 inhibitors: inhibitors of human LYPLA2; O95372; recombinant LYPLA2, FP-Rh probe fluorescence polarization; inhibition, % at 5.9 µM; 320,000 compounds, 0.38% hits; AID 2177;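 active = inhibition above the screen-wide mean plus 3 SD, limit set per campaign, cut at about 26% in these data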;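 also: 0% = LYPLA2 with DMSO and 100% = wells lacking LYPLA2 enzyme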
Target sequence (O95372 whole entry, looked up): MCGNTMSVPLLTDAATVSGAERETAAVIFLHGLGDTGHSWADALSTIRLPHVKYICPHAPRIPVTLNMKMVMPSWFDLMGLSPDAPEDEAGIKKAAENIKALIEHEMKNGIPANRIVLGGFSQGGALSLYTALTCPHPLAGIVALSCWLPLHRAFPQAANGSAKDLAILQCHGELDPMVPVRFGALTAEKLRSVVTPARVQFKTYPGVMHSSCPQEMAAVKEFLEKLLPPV
pPAFAH inh: pPAFAH (human) enzyme inhibition. recombinant pPAFAH, FP-rhodamine probe fluorescence polarization. inhibition, % at 3.39 µM. 330,000 compounds, 1.5% hits;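 active = inhibition above the mean inhibition across the screen plus 3 SD, cut at about 25% in these data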;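 also: inhibitors block binding of the rhodamine activity-based probe so polarization drops; 0% = enzyme with DMSO and 100% = wells lacking pPAFAH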
* = called active by the depositor; . = not tested or not shown.

SMILES	GSTO1 counter	PAFAH1B2 inh	PAFAH2 inh	PAFAH1B3 FP inh	LYPLA1 inh	PME-1 inh	PAD4 inh	LYPLA2 counter	pPAFAH inh
CC1=C(C(=O)Nc2ccccn2)C(c2ccc(Br)cc2)NC(=S)N1 (stereo not given)	3	10	1	4	-2	-4	-1	1	-1
NC(=O)c1ccc(Nc2ccc3c(c2)CCC3)c([N+](=O)[O-])c1	3	-6	-1	5	1	5	0	20	7
COC(=O)c1ccc(OC)cc1OCC(=O)N1CCN(c2ccc(F)cc2)CC1	-5	7	-1	0	2	0	1	0	4
CCCCN1CC(=O)N2[C@H]3c4cc(C)ccc4OC[C@@H]3[C@H](c3ccccc3)[C@]2(C)C1=O	.	4	10	4	.	.	-1	.	2
O=C(NCCSCc1ccco1)Nc1ccc(Cl)cc1	-5	1	0	1	-8	-8	-1	-7	4
CCCCCn1c(=O)[nH]c2cc(C(=O)N3CCN(c4ccc(C(C)=O)cc4)CC3)ccc2c1=O	3	4	8	6	2	1	-8	3	3
C#Cc1cccc(NC(=O)Cc2cccs2)c1	4	-2	-1	12	5	-5	-1	2	3
Nc1c(Cl)c(Cl)nc(C(=O)N/N=C/c2cccnc2)c1Cl	-5	.	.	.	-6	-10	-2	-8	-7
COc1ccc(NC(=O)N[C@@H](CCSC)C(=O)O)cc1OC	9	0	3	4	3	-5	1	0	3
CC(C)(C)c1ccc(C(=O)c2c[nH]c(C(=O)NCCCn3ccnc3)c2)cc1	-4	7	3	8	-3	-1	-5	-1	7
Cc1c(Cl)c(-c2n[nH]c(=S)n2-c2ccc(F)cc2)nn1C	5	4	0	5	2	-5	3	-5	12
O=C(CSc1nnc(NC2CC2)s1)c1ccc[nH]1	.	1	-1	7	.	.	-7	.	6
c1ccc(-c2csc3ncnc(NCC4COc5ccccc5O4)c23)cc1 (stereo not given)	-10	5	-2	6	-2	-3	-7	-2	34*
Cc1ccc(/C=N/c2sc(Cc3ccccc3)c(C)c2C(N)=O)o1	0	0	-2	-14	-4	-7	-8	-6	12
O=C(CCCOc1ccc(Br)cc1)Nc1nnc(C2CC2)s1	.	5	-7	-1	-5	-9	1	-3	-1
Cc1cccc(CCNS(=O)(=O)c2ccc(S(=O)(=O)N3CCC(C)CC3)cc2)c1	7	5	0	3	-1	3	-2	-2	-5
CNS(=O)(=O)c1ccc(NC(=O)c2ccccn2)cc1	4	6	-1	1	-3	-9	-6	4	-4
CCOc1ccccc1NC(=O)Cc1coc2ccc(C)cc12	0	2	6	-3	1	7	5	6	-1
CCCOc1ccc(/C=N/Nc2cccc([N+](=O)[O-])c2)c(O)c1	-1	-1	1	6	0	13	3	2	11
Cc1cc(OCCN2CCCC2)ccc1C(C)C	-7	4	-2	8	2	-2	1	2	3
O=C(CSc1n[nH]c(=O)n1C1CC1)Nc1ccc(OC(F)(F)F)cc1	.	4	2	10	.	.	-5	.	0
Cc1c(C#N)sc2nc(-c3ccccc3)nc(N3CCCC3)c12	-3	-2	-10	8	2	-7	-2	5	0
COC(=O)c1ccc(C2NC(=O)NC(C)=C2C(=O)N(C)C)cc1 (stereo not given)	-2	6	2	4	0	1	4	-8	6
Cc1cc(/C=C\c2ccc3cc(N(C)C)ccc3[n+]2C)c(C)n1-c1ccccc1	-54	-54	-52	-80	-16	-74	-101	-47	3
CCC(C(=O)NC1CCCC1)n1c(SCc2cccc(C)c2)nc2ccncc21 (stereo not given)	-2	-3	-4	4	0	1	-5	0	5
C=CCCC(=O)Nc1nc(C)c(-c2csc(Nc3cc(Cl)ccc3OC)n2)s1	-3	3	13	14	-16	15	-3	-13	16
CCN(c1ccccc1)S(=O)(=O)c1nnc(NC(=O)c2ccco2)s1	-48	14	12	-6	-2	-2	-3	-4	0
COCCNc1nc(-c2ccccc2)nc2c1oc1ccccc12	-4	-1	1	11	-5	-7	0	-1	4
CCCNC(=O)c1cccc(COCC(F)(F)C(F)F)c1	6	5	-6	3	2	-5	-2	9	4
Cc1cc(C)n(-c2nc3ccccc3nc2N2CCCC2)n1	-2	-2	8	-1	-5	-4	-2	-1	-2
Cc1ccc(C2=NS(=O)(=O)N(C)C(C(=O)NCc3ccc4c(c3)OCO4)=C2)cc1	9	0	-4	-6	-2	2	4	-3	6
COc1ccc(N2CCN(C(=O)c3sc4ncn(CC(=O)N5CCCCC5C)c(=O)c4c3C)CC2)cc1 (stereo not given)	2	-1	7	0	0	2	3	5	1
O=C(Nc1ccc(-n2cnnn2)cc1)C(c1ccccc1)c1ccccc1	-13	0	-6	16	0	-4	-4	0	2
CCOC(=O)c1cc(C(=O)NCc2ccc(Cl)cc2Cl)nn1C	2	7	-1	10	-5	6	-1	7	3
Cc1nonc1OCCN1CCN(c2ccccc2[N+](=O)[O-])CC1	2	1	4	-2	2	4	-2	-1	0
O=C(COC(=O)/C=C/c1ccc(OC(F)F)cc1)NC1CCCC1	.	0	70*	7	0	-1	4	8	20
CCC1CCCCN1C/C=C/c1ccccc1[N+](=O)[O-] (stereo not given)	2	2	1	2	1	1	4	1	1
COc1ccc(NC2=C3CCCC=C3N(c3ccc(OC)cc3)C2=O)cc1	6	0	1	7	3	6	-2	10	4
COc1cccc(CC(NC(C)=O)C(=O)NC2CCN(c3ncccc3[N+](=O)[O-])CC2)c1 (stereo not given)	-9	.	.	.	2	-4	-2	3	2
CSc1nn2c(C)c(C)c(C)nc2c1C#N	7	1	8	4	2	5	0	4	0
CCc1c(C(=O)N/N=C/c2cccs2)nnn1-c1nonc1N	0	4	0	11	3	3	-3	-4	1
CN1C(=O)CC(c2ccco2)Sc2ccccc21 (stereo not given)	-5	5	6	7	-1	0	-1	-2	6
CCOC(=O)c1c[nH]c2c(C)cc(C)cc2c1=O	-3	8	5	11	0	0	-1	0	7
CCCCn1nc(NC(=O)CCC)c2cc3cc(OC)ccc3nc21	1	6	-2	11	1	5	-7	-2	3
NC(=O)[C@H]1CC2(CC(c3cccc(NC(=O)COc4ccc(Cl)cc4)c3)=NO2)CN1C(=O)CC(c1ccccc1)c1ccccc1 (stereo not given in full)	-9	-26	-33	-24	-30	-43	-4	-66	-1
C=CC[C@@H](CC(=O)N(CCO)Cc1ccccc1)C(=O)N[C@@H](C)COC(=O)[C@@H](CC=C)CC(=O)OC(C)(C)C	.	10	1	12	.	.	-4	.	0
O=C(COc1ccccc1Br)c1ccc2c(c1)OCO2	-3	0	-3	2	-1	5	-4	1	3
O=C(CC1SC(=Nc2ccccc2)N(CCc2c[nH]c3ccccc23)C1=O)Nc1ccccc1F (stereo not given)	-3	3	-25	-1	-10	-11	-2	-14	0
Cc1ccc(S(=O)(=O)N2CCC(=O)N(CCOCc3ccccc3)CC2)cc1	11	14	-4	7	-1	2	-5	2	16
O=C(CSc1nn(-c2ccccc2)c(=S)s1)NC(=O)NCc1ccco1	4	1	-2	-1	-5	-1	-4	-8	8
CCOC(=O)c1cc2c(=O)n3ccccc3nc2n(CC(C)C)c1=NC(=O)c1c(-c2c(F)cccc2Cl)noc1C	3	-7	-2	-4	-1	-7	-7	5	0
COC(=O)c1c(NC(=O)c2ccc(C)cc2)csc1C	5	5	-7	6	2	-3	-2	-2	-1
O=C(N/N=C\c1ccc(Oc2ccccc2)cc1)c1csnn1	-4	5	6	6	-1	-1	-2	6	5
COc1cccc(NC(=O)C(OC(=O)c2ccccc2NS(=O)(=O)c2cccs2)c2ccccc2)c1 (stereo not given)	-15	-17	-49	-34	-22	-71	-6	-67	-12
CC(C)c1nc(CNC(=O)CC2C(=O)NCCN2Cc2cccc(F)c2F)cs1 (stereo not given)	-5	3	-2	12	2	0	1	2	3
COc1ccc2oc(C(=O)Nc3nc(C)cs3)c(C)c2c1	.	-3	1	1	1	-5	1	1	0
Nn1cnc2scc(-c3ccco3)c2c1=O	3	4	4	10	-3	0	1	-3	2
S=C(NNC(=S)NC1CC2CCC1C2)NC1CC2C=CC1C2 (stereo not given)	6	.	.	.	2	-3	1	-1	6
O=C(NCc1cccs1)C1CCCN(S(=O)(=O)c2ccc3c(c2)OCO3)C1 (stereo not given)	19	3	-4	2	2	3	-6	7	4
N/C(=N\OC(=O)Cc1ccccc1)c1ccc([N+](=O)[O-])cc1	4	17	6	7	-3	5	2	8	3

Compounds from the list above with a furan ring, fused or not (9):
SMILES	GSTO1 counter	PAFAH1B2 inh	PAFAH2 inh	PAFAH1B3 FP inh	LYPLA1 inh	PME-1 inh	PAD4 inh	LYPLA2 counter	pPAFAH inh
O=C(NCCSCc1ccco1)Nc1ccc(Cl)cc1	-5	1	0	1	-8	-8	-1	-7	4
Cc1ccc(/C=N/c2sc(Cc3ccccc3)c(C)c2C(N)=O)o1	0	0	-2	-14	-4	-7	-8	-6	12
CCOc1ccccc1NC(=O)Cc1coc2ccc(C)cc12	0	2	6	-3	1	7	5	6	-1
CCN(c1ccccc1)S(=O)(=O)c1nnc(NC(=O)c2ccco2)s1	-48	14	12	-6	-2	-2	-3	-4	0
COCCNc1nc(-c2ccccc2)nc2c1oc1ccccc12	-4	-1	1	11	-5	-7	0	-1	4
CN1C(=O)CC(c2ccco2)Sc2ccccc21 (stereo not given)	-5	5	6	7	-1	0	-1	-2	6
O=C(CSc1nn(-c2ccccc2)c(=S)s1)NC(=O)NCc1ccco1	4	1	-2	-1	-5	-1	-4	-8	8
COc1ccc2oc(C(=O)Nc3nc(C)cs3)c(C)c2c1	.	-3	1	1	1	-5	1	1	0
Nn1cnc2scc(-c3ccco3)c2c1=O	3	4	4	10	-3	0	1	-3	2

A portion of the library (hit frequency here may not be typical).
